Wee1 degr inh – inhibitors of human Wee1 degradation | P30291 | HeLa Luc-Wee1K328M stability, luciferase luminescence; 100% = proteasome inhibitor MG132 effect | reporter increase, % at 5 µM | 220,000 tested, 1.2% active;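 active = activation above the mean of all tested compounds plus 3 SD, set per screening run, cut at about 8.8% in these data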;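 note: cells exposed to compound for 20 h before luminescence read; 0% = DMSO alone and 100% = MG132 at 30 µM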
MDM2 E3 inh – blocks human Mdm2 ubiquitin ligase activity; Q00987; cell-based MDM2 ubiquitination luciferase reporter, 2 h; 0 = plate control, 100 = twice control, blank-subtracted; signal enhancement, % at 5 µM; 210,000 tested, 0.11% active; AID 1230;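 active = signal enhancement of 30% or more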;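 note: luminescence tracks abundance of the self-degrading MDM2-luciferase fusion protein; higher signal means inhibition of MDM2 E3 ligase activity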
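Material: stable MDM2–luciferase fusion reporter cells / Quantity: 2000 cells/well / Dosing: single 5 µM compound dose, 0.2% final DMSO / Buffer or medium: DMEM / Schedule: 4 h cell settling then 2 h compound exposure, 37 °C / Detection: luminescence with SteadyLite reagent, 15 min at room temperature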
NPY2 pot ag – potentiators or agonists of human neuropeptide Y receptor Y2; P49146; 220,000 tested, 0.45% active; cells expressing NPY-Y2, potentiator/agonist read-out; activation, % at 3.6 µM; in the data active = activation above about 27%;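 note: cells stimulated with NPY near EC25 plus isoproterenol at EC100; 0% = vehicle plus submaximal agonist and 100% = vehicle plus saturating agonist; some results beyond the cut were filed as inactive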
S1P4 antag – human S1P4 receptor antagonism; O95977; S1P4-expressing cells, antagonist mode, reporter read-out; inhibition, % at 4.98 µM; 220,000 tested, 0.26% active; in the data active = inhibition above about 29%;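 note: 0% = wells stimulated with agonist and 100% = vehicle wells without agonist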
BaF3 tox – reduces parental Ba/F3 cell viability, JAK2V617F counter-screen. 220,000 tested, 1.1% active. inhibition, % at 5.6 µM. CellTiter-Glo ATP luminescence. AID 1486;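 active = inhibition above a per-campaign cutoff, the mean inhibition of all tested compounds plus 3 SD, cut at about 27% in these data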;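 note: 0% = DMSO wells and 100% = JAK Inhibitor I control wells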
S1P4 agonist – agonists of human S1P4 receptor | 220,000 tested, 0.35% active | S1P4-expressing cell line, agonist reporter assay | AID 1509 | O95977 | activation, % at 4.98 µM; in the data active = activation above about 11%;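 note: 0% = DMSO vehicle and 100% = reference agonist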
eIF4E-4G inh – eIF4E/eIF4G interaction inhibition in translation initiation. P63073+Q04637. TR-FRET eIF4E-eIF4GI(517-606) binding, 2 h. inhibition, % at 21.7 µM. 220,000 tested, 0.37% active. AID 782;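 active = inhibition above about 30%, limit read from the data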;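 note: 0% = full FRET control wells and 100% = background wells lacking eIF4GI fragment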
Ba/F3 V617F tox – reduce viability of Ba/F3 cells dependent on JAK2V617F; inhibition, % at 5.6 µM; 220,000 tested, 1.1% active; Ba/F3 EpoR-JAK2V617F viability, ATP luminescence;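 active = inhibition above the campaign mean plus 3 SD over all tested compounds, cut at about 24% in these data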;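 note: cytokine-independent growth of Ba/F3 cells driven by EpoR plus mutant JAK2; 0% = DMSO-treated cells and 100% = JAK inhibitor I control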
PERK inh – blocks human PERK kinase; inhibition, % at 5.6 µM; AID 1416; Q9NZJ5; 220,000 tested, 0.17% active; CHO PERK-DD fusion, SEAP luminescence translation reporter;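 active = inhibition above the mean inhibition of all tested compounds plus 3 SD, set separately per screening campaign, cut at about 2.9% in these data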;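 note: PERK kinase domain activated by AP20187 dimerizer at 100 nM; 0% = DMSO with dimerizer and 100% = rapamycin at 8.4 µM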
Target sequence (Q9NZJ5 whole entry, looked up, the tested form may be a part): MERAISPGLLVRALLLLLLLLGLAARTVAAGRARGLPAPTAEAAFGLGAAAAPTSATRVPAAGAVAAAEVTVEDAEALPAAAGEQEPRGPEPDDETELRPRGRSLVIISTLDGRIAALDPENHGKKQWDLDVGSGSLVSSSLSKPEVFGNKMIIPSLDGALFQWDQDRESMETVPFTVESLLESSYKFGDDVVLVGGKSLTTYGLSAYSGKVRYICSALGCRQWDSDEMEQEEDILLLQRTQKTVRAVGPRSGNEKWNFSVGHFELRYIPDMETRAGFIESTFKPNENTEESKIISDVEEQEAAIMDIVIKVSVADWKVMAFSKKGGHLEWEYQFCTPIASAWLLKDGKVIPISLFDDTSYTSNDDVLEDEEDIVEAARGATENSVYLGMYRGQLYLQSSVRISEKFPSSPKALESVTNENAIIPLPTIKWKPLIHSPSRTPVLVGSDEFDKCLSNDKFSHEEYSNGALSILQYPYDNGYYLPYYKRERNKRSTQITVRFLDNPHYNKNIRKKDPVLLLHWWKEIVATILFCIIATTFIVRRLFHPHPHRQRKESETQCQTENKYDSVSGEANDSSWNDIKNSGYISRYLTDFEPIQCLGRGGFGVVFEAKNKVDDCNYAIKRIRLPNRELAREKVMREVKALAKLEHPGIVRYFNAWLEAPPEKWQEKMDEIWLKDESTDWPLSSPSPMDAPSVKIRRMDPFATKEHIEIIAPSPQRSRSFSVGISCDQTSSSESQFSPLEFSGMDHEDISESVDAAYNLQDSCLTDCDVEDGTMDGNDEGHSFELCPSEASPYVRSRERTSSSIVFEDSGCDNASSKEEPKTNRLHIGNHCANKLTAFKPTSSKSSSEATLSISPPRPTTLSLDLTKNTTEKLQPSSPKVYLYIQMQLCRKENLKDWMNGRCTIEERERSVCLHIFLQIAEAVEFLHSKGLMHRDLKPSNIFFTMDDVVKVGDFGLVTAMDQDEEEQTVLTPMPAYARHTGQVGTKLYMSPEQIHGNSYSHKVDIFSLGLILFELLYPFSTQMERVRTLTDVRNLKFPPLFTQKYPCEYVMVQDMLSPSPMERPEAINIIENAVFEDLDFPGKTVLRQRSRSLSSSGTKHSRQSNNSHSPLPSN
Starred values were filed as active, the others as inactive; nt = not tested or not shown; [ ] = remark or other dose.

Results follow in this order: MDM2 E3 inh	Wee1 degr inh	S1P4 antag	eIF4E-4G inh	BaF3 tox	PERK inh	S1P4 agonist	NPY2 pot ag	Ba/F3 V617F tox
CCOc1cc(-c2nc(-c3ccc(C)nc3OCC)no2)cc(OCC)c1OCC
 : 0	-2	0	-1[fluorescence artefact?]	1	1.0	0.2	14	-1
CCOC(=O)N1CCN(c2nnnn2-c2ccccc2)CC1
 : -1	0	-6	10	4	-0.3	0.3	-19	2
COc1ccc(C(C#N)Nc2ccccc2C)cc1 (stereo not drawn)
 : 1	-2	-11	-5	-4	1.1	-0.2	-6	2
CCCC(=O)OCC(=O)Nc1ccc2[nH]c(=O)[nH]c2c1
 : -22	0	-4	2	3	1.1	2.3	9	0
S=C(NCc1ccc2c(c1)OCO2)Nc1ccc2nsnc2c1
 : -11	-1	4	-5	7	0.5	-2.0	-20	1
CCCCCCCNC(=O)CC(NS(=O)(=O)c1ccc(NC(C)=O)cc1)C(C)C (stereo not drawn)
 : -7	-3	-3	-3[fluorescence artefact?]	1	-0.3	0.7	8	-3
CC(C)CC(NC(=O)OC(C)(C)C)c1cn([C@@H](CCC(=O)OC(C)(C)C)C(=O)N2CCN(C(=O)OC(C)(C)C)CC2)nn1 (stereo partly drawn)
 : nt	4	3	-2	-1	1.9	-1.3	5	2
CC(NC(=O)c1cccc(Br)c1)c1ccccc1 (stereo not drawn)
 : -8	-2	-15	3	4	0.6	1.8	-16	-2
CCc1cc(=O)oc2cc(OCC(=O)N3CCCc4ccccc43)ccc12
 : -24	-2	7	1	0	-0.4	-1.5	-1	-4
O=C(O)/C=C/C(=O)Nc1ccc(Cl)c(C(=O)O)c1
 : -17	3	-2	3	0	1.4	1.1	-2	-1
O=C(Nc1ccccc1Cl)c1ccn[nH]1
 : 8	-1	5	1	3	0.4	-0.9	-4	3
COc1ccc(CCN(C)c2ccc(C(N)=O)cc2[N+](=O)[O-])cc1OC
 : 1	-1	-10	0	0	0.5	0.3	-6	-3
O=C(O)CC(C(=O)O)c1cn(Cc2ccccc2)c2ccccc12 (stereo not drawn)
 : -21	0	-3	2	9	0.4	6.5	-21	4
CC(CCc1ccccc1)NC(=O)c1nnc(Cc2ccc(F)cc2)o1 (stereo not drawn)
 : nt	3	-6	6	7	-0.7	0.9	-9	2
Cc1cc[n+](-c2ccccc2)c2ccccc12
 : -21	2	-33	2	65*	-0.4	-0.5	-1	68*

Shown bar-delimited: 8 of the compounds above.
canonical_smiles | MDM2 E3 inh | Wee1 degr inh | S1P4 antag | eIF4E-4G inh | BaF3 tox | PERK inh | S1P4 agonist | NPY2 pot ag | Ba/F3 V617F tox
CC(NC(=O)c1cccc(Br)c1)c1ccccc1 (stereo not drawn) | -8 | -2 | -15 | 3 | 4 | 0.6 | 1.8 | -16 | -2
CCc1cc(=O)oc2cc(OCC(=O)N3CCCc4ccccc43)ccc12 | -24 | -2 | 7 | 1 | 0 | -0.4 | -1.5 | -1 | -4
O=C(O)/C=C/C(=O)Nc1ccc(Cl)c(C(=O)O)c1 | -17 | 3 | -2 | 3 | 0 | 1.4 | 1.1 | -2 | -1
O=C(Nc1ccccc1Cl)c1ccn[nH]1 | 8 | -1 | 5 | 1 | 3 | 0.4 | -0.9 | -4 | 3
COc1ccc(CCN(C)c2ccc(C(N)=O)cc2[N+](=O)[O-])cc1OC | 1 | -1 | -10 | 0 | 0 | 0.5 | 0.3 | -6 | -3
O=C(O)CC(C(=O)O)c1cn(Cc2ccccc2)c2ccccc12 (stereo not drawn) | -21 | 0 | -3 | 2 | 9 | 0.4 | 6.5 | -21 | 4
CC(CCc1ccccc1)NC(=O)c1nnc(Cc2ccc(F)cc2)o1 (stereo not drawn) | nt | 3 | -6 | 6 | 7 | -0.7 | 0.9 | -9 | 2
Cc1cc[n+](-c2ccccc2)c2ccccc12 | -21 | 2 | -33 | 2 | 65* | -0.4 | -0.5 | -1 | 68*

(next part)
Results follow in this order: MDM2 E3 inh	Wee1 degr inh	S1P4 antag	eIF4E-4G inh	BaF3 tox	PERK inh	S1P4 agonist	NPY2 pot ag	Ba/F3 V617F tox
CCN(CC)S(=O)(=O)c1cccc(-c2nnc(SCCOc3ccccc3C)o2)c1
 : -7	-2	-3	-8	3	-1.3	-0.3	-13	0
O=C(CS)Nc1ccc2ccccc2c1
 : -3	3	15	-7	0	1.3	1.0	24	1
Clc1ccccc1CSc1nnc(-c2cccnc2)n1Cc1ccco1
 : 0	2	-33	-2	2	-0.2	0.6	4	0
CCc1c(C)nc2ncnn2c1N1CCCC(C(=O)NCc2ccc3c(c2)OCO3)C1 (stereo not drawn)
 : -16	-3	5	1	2	0.1	-0.5	-9	1
Cn1c(=O)[nH]c(=O)c2c1nc1n2CCCN1CCc1ccccc1
 : -3	-1	-7	2	0	-0.3	-1.0	12	-1
Cc1ccc(OCc2ccc(C(=O)Nc3nc4ccccc4n3Cc3ccccc3)o2)c([N+](=O)[O-])c1
 : -11	-2	16	-1[fluorescence artefact?]	3	0.2	-6.6	-2	-4
CC(=O)C1=C(O)C(=O)N(CCN2CCOCC2)C1c1ccc(N(C)C)cc1 (stereo not drawn)
 : nt	1	-9	nt	0	0.6	-0.7	0	-3
Cc1ccc2nc(C3CCCN(C(=S)Nc4ccccc4C)C3)[nH]c2c1 (stereo not drawn)
 : -14	1	-13	14	4	0.1	-0.3	-10	-3
Cc1ccc(NC(=O)NC(=O)CN2C(=O)NC3(CCCCCCC3)C2=O)c(C)c1
 : 7	0	-6	0	3	0.0	-0.4	-6	2
Cc1nn(Cc2ccc(C(=O)Nc3ccccc3C(F)(F)F)o2)c(C)c1Br
 : -5	-3	1	9	1	-0.8	0.6	-6	-1
CC(=O)N1C=Cc2c(c(C)c3c([nH]c4ccccc43)c2C)C1
 : -19	-4	-49	4	69*	-1.3	2.3	-4	80*
O=C1Nc2ccccc2C(O)(C(=O)NCc2ccc3c(c2)OCO3)N1c1ccccc1 (stereo not drawn)
 : -10	-1	-11	-9[fluorescence artefact?]	-1	-0.1	0.8	6	-3
O=C(CSc1nc2ccccc2c(=O)n1-c1ccccc1)c1c[nH]c2ccccc12
 : -4	6	-12	-2[fluorescence artefact?]	11	-0.4	-1.5	5	3
CC1CCN(CCOCCOc2ccc(Cl)cc2Br)CC1
 : -14	-3	-14	5	7	0.8	0.0	-18	-1
COc1ccccc1-c1c(C)oc2cc(OCC(=O)OCc3ccccc3)ccc2c1=O
 : -5	2	4	-3	10	0.5	-2.4	-16	2
O=c1c(C(c2c(O)nc3n(c2=O)CCS3)c2cccc3ccccc23)c(O)nc2n1CCS2
 : 5	5	-12	2	4	0.4	0.6	-6	0
CC(C)NC(=O)CSCc1ccccc1Cl
 : 5	3	-5	5	7	1.2	1.4	9	-1
Cc1ccc(N2C(=O)C3C4C=CC(C4)C3C2=O)cc1C (stereo not drawn)
 : 8	1	5	-7	4	0.7	-2.0	-11	0
O=S(=O)(c1ccc(F)cc1)c1nc(-c2ccccc2F)oc1N1CCCCC1
 : -9	2	-9	2	0	0.0	-4.9	11	-2
CCC(CC)C(=O)Nc1cccc(C(=O)NC(C)(C)C)c1
 : 7	0	11	-6	4	0.8	0.6	5	-1
CCc1ccc(Nc2ncc3c(n2)CC(C)CC3=O)cc1 (stereo not drawn)
 : -24	-1	4	2	7	0.5	5.3	-2	-1
CCOC(=O)c1ccccc1NC(=O)c1cccc([N+](=O)[O-])c1
 : -8	-1	2	-6	5	0.2	-0.2	12	0
CCCOC(=O)C1C2C=CC3(CN(c4cccc(Cl)c4)C(=O)C13)O2 (stereo not drawn)
 : -10	-2	-6	-1	6	-0.4	-4.4	-19	8
CCOc1cc(C)c(S(=O)(=O)Nc2ccc(Cl)cn2)cc1C
 : -51	-2	-2	5	1	1.9	-0.4	-19	-3
COc1ccccc1NC(=O)C(=O)NNC(=O)c1ccco1
 : -3	1	-11	-2	2	0.5	0.8	-2	0
CCOc1ncccc1C(=O)Nc1nnc(C)s1
 : 5	0	-26	-3	5	0.5	2.4	6	-2
COc1cc(OC)cc(N(C(=O)C2COc3ccccc3O2)C(C(=O)NC2CCCCC2)c2ccc(O)cc2)c1 (stereo not drawn)
 : 2	2	4	2	4	-0.6	-0.8	6	2
COCCOCCn1cnc2ccccc21
 : -47	1	3	2	7	0.7	-0.9	-3	-1
Cc1occc1C(=O)Nc1cccc([N+](=O)[O-])c1
 : 3	-1	-14	-3	5	0.7	0.8	-19	-3
CCOC(=O)C1=C(c2ccccc2)Nc2ncnn2C1c1cc(OC)cc(OC)c1OC (stereo not drawn)
 : -25	2	-4	7	5	0.4	0.1	15	-2
CCC(c1nnnn1Cc1ccco1)N1CCC(C(N)=O)CC1 (stereo not drawn)
 : -4	-1	-1	8	3	0.9	-0.2	15	-1
O=C(NCCc1ccc(Cl)cc1)c1ccc2nc[nH]c2c1
 : -6	0	-3	9	3	0.0	0.6	-9	-3
Cc1onc(-c2ccccc2)c1C(=O)N1CCC(C)CC1
 : -7	2	-10	0	2	0.4	-4.5	7	-1
CCC(C)C1=CC(=Nc2c(C)n(C)n(-c3ccccc3)c2=O)C=C(C(C)CC)C1=O (stereo not drawn)
 : -7	0	3	-7	5	0.1	-0.2	-10	-1
CC1=C(C(=O)O)N2C(=O)C(NC(=O)c3nn(C)cc3Cl)C2SC1 (stereo not drawn)
 : -7	3	-13	-4[fluorescence artefact?]	1	-0.3	-3.8	-24	-1
O=C(Nc1nccs1)c1ccc(NC(=O)c2ccco2)cc1
 : -12	3	9	1	1	-0.2	-4.0	10	-3

Source: PubChem BioAssay (several laboratories)
